CF NFkB block: inhibitors of PAF-induced NF-kB signaling, primary screen, cell-based, GFP fluorescence, uHTS | inhibition, % at 5 µM | 0.86% of 360,000 active | KKLEB NF-kB-GFP reporter, GFP fluorescence overnight;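 active means at least 50% inhibition at 5 µM, scaled per plate between neutral and stimulator controls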;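 further: PAF is a Pseudomonas aeruginosa culture filtrate used as stimulus; plate controls were PAF-stimulated DMSO wells for no effect and unstimulated DMSO wells for full effect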
Shn3 3UTR inh: reduction of Shn3 3'UTR firefly luciferase signal, primary screen, Schnurri-3 inhibitor project, cell-based, Clone20 osteoblasts, set 2 | Clone20 osteoblast Shn3 3'UTR firefly luciferase, 24 h | inhibition, % at 12.5 µM | 0.52% of 360,000 active | AID 588674, 2011;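 active means mean inhibition of at least 75% with every replicate also reaching 75%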;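 further: 0% = median of neutral control wells and 100% = pilot-screen positive control compound; some compounds past the cut are filed as inactive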
TWEAK Fn14 block: inhibitors of TWEAK-Fn14 signaling, primary screen, luciferase reporter cells, uHTS | inhibition, % at 10 µM | AID 1159606, 2016 | TWEAK-stimulated Fn14 reporter cells, luciferase luminescence, 8 h | 2% of 360,000 active; in the data active means inhibition above about 50%
NR2E3 ag-1: NR2E3 agonists in two-hybrid cells, primary screen, cell-based, luminescence, CHO-S, Gal4-NCOR/VP16-NR2E3; luciferase; inhibition of corepressor binding, % at 3.98 µM; 0.35% of 360,000 active; AID 602229, 2012; Photoreceptor-specific nuclear receptor (Homo sapiens), Q9Y5X4;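 active means inhibition above the mean of all tested compounds plus 3 SD, cut at about 70% in these data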;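 further: 0% = DMSO with NR2E3 transfected cells and 100% = cells lacking NR2E3 construct; higher means lower luciferase signal from less NR2E3 corepressor binding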
Target sequence (Q9Y5X4 whole entry, looked up, the tested form may be a part): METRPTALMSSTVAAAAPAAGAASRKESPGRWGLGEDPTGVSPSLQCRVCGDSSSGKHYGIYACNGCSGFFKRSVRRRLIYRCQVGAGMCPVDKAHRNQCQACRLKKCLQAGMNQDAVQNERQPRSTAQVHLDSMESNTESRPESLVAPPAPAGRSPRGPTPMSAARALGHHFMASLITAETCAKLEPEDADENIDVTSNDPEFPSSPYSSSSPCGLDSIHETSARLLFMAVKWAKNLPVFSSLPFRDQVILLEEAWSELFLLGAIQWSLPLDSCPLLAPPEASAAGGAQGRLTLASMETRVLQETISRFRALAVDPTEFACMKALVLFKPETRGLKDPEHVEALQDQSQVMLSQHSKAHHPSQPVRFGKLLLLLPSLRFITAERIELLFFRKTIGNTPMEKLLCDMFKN
Peg3 prom inh: Peg3 promoter-driven luciferase inhibitors, primary screen, cell-based, HeLa, luciferase luminescence | HeLa PEG-Prom luciferase reporter, overnight | inhibition, % at 20 µM | 1.7% of 360,000 active | AID 588405, 2011;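 active means inhibition of at least 50% at 20 µM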
NR2E3 ag-2: inhibitors of NR2E3-RetCOR corepressor binding, primary screen, NR2E3 agonist project, biochemical, TR-FRET, GST-NR2E3, biotin-RetCOR; Photoreceptor-specific nuclear receptor (Homo sapiens), Q9Y5X4; 1536-well; inhibition of corepressor binding, % at 4.78 µM; 0.12% of 320,000 active; AID 2300, 2010;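 active means percent inhibition above the cutoff of mean plus 3 SD of all tested compounds, set per screening campaign, cut at about 20% in these data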;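 further: 0% = DMSO wells and 100% = biotin wells as full block of FRET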
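Format: 1536-well format; test system: GST-NR2E3 and biotin-RetCOR proteins; read-out basis: percent inhibition of TR-FRET ratio; timing: 5 h incubation at 4 °C; detection: time-resolved FRET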
MITF TRPM1 inh: inhibitors of MITF-dependent TRPM1 promoter reporter, primary screen, cell-based, SK-MEL-5, single point, luciferase; SK-MEL-5 TRPM1 promoter luciferase, 24 h; 0.83% of 330,000 active; inhibition, % at 12.5 µM;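 active means mean inhibition across replicates of 60% or more, whatever share of single replicates reaches that level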; further: values of inactives mirror those of a sister screen read the other way
HIF-2a block: HIF-2a reporter inhibitors, primary screen, luminescence, 786-0 RCC cells; inhibition, % at 18.8 µM; 786-0 RCC cells HIF-2a reporter, luciferase luminescence, overnight; 0.72% of 360,000 active;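 active means inhibition of the luminescence signal of 40% or more relative to plate controls, in a single-dose primary screen at 18.75 µM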
KKLEB tox: cytotoxicity in KKLEB CF airway cells, primary screen, cytotoxicity control for CF NF-kB inhibitor project, cell-based, uHTS, fluorescence assay plates. activity change (cytotoxicity), % at 5 µM. AID 602141, 2011. KKLEB CF airway cells viability, ATPlite luminescence, overnight; stronger effect = lower value; cells stimulated with P. aeruginosa culture filtrate. 0.36% of 360,000 active;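 active means corrected activity change at or below -50% at 5 µM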
TROY signal inh: inhibitors of TROY-driven NF-kB signaling, primary screen, Q293 LMP1-TROYcd cells, NF-kB luciferase, uHTS; Q293 LMP1-TROYcd NF-kB luciferase reporter, 4 h; inhibition, % at 10 µM; 0.98% of 360,000 active; AID 1347056, 2019;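 active means compounds whose plate-normalised and pattern-corrected inhibition of the luciferase reporter signal at the single screening dose is 50% or more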
TRAIL sens C8: viability loss with TRAIL in NB7+C8 cells, primary screen, TRAIL sensitizer project, cell-based, ATPlite luminescence; inhibition (viability loss, TRAIL sensitization), % at 10 µM; 1% of 360,000 active;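 active means compounds causing at least 50% loss of cell viability in the single-dose screen, relative to plate controls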
* hit, by the source's call; / = no result given. This is a subset, so the mix of outcomes need not match the whole.

SMILES	CF NFkB block	Shn3 3UTR inh	TWEAK Fn14 block	NR2E3 ag-1	Peg3 prom inh	NR2E3 ag-2	MITF TRPM1 inh	HIF-2a block	KKLEB tox	TROY signal inh	TRAIL sens C8
COCCn1nnnc1CN1C2CCCC1CC(NC(C)=O)C2 (stereo not given)	-1	-8	-3	-6	5	-1	15	1	-1	-5	-2
COc1ccc(CNCCNC(=O)c2cccs2)cc1OC	-9	7	-9	7	0	2	-3	0	6	4	-2
Cn1ncc2c(O/N=C(\N)c3ccc(C(C)(C)C)cc3)ncnc21	58*	5	100*	5	112*	-2	80*	93*	-44	32	92*
CCOc1ccc2nc(SCC(=O)NCc3ccc(S(N)(=O)=O)cc3)sc2c1	8	-14	-24	-55	-25	4	-7	-25	5	-38	4
C=CCOC(=O)C1=C[C@@H](c2ccc3c(c2)OCO3)C[C@@H](OCc2ccc(CO)cc2)O1	-27	8	-16	7	-17	3	/	-23	5	-26	-14
Cc1ccc(-n2nc3c(=O)n(CC(=O)NCCc4cccs4)nc(C)c3c2C)cc1	-1	24	21	31	24	-4	26	9	-5	21	8
O=C(CN1C(=O)NC2(CCCCCCC2)C1=O)Nc1ccc(Br)cc1	7	-1	-11	15	1	-1	-28	14	-14	-10	18
Cc1cccc(OC(C)C(=O)N/N=C\c2ccncc2)c1 (stereo not given)	-3	14	4	-4	9	5	2	15	3	-15	-7
CN(C)S(=O)(=O)c1cccc(C(=O)NCC2(N3CCOCC3)CCCCC2)c1	-3	-16	-7	-21	-6	0	0	0	1	-40	-7
CCCCC(=O)Nc1ccc(C(=O)NNC(=O)c2ccc(C)c(Br)c2)cc1	-14	7	-29	-4	-8	-2	-6	21	19	2	-6
CN(Cc1ccccc1)c1ccc(S(=O)(=O)N2CCC(C(=O)O)CC2)cc1[N+](=O)[O-]	-19	-3	-2	10	-7	1	7	14	4	-7	-8
O=S(=O)(O)c1nc2ccccc2n1Cc1ccccc1	4	9	-6	-6	-5	4	-12	1	9	-12	-3
Cc1ccc(-c2ccnc(=S)[nH]2)cc1	-15	-7	-10	-38	-34	2	-11	-62	5	-16	-11
COCCOC(=O)c1c(C)n(C)c2ccc(OC(=O)c3c(OC)cccc3OC)cc12	16	29	16	-6	47	0	-8	15	7	17	10
C=CCn1c(CCNC(=O)c2ccccc2F)nnc1SCC(=O)Nc1nc(C)cs1	8	6	10	25	11	3	7	12	-4	2	1
Cc1ccc(C(=O)NCC(=O)Nc2ccc3c(c2)CCC3)cc1	-11	-49	-15	-24	-154	/	-40	-139	-2	-20	-8
C=CCOc1cccc(C2/C(=C(/O)c3ccc(C)cc3)C(=O)C(=O)N2CCN2CCOCC2)c1 (stereo not given)	3	-12	-6	-11	-7	1	-5	2	2	-4	4
CCC(=O)N1CCc2cc(S(=O)(=O)NCCN3CCCCC3CC)ccc21 (stereo not given)	-20	0	1	17	16	0	7	-1	7	5	10
CC[C@]12c3[nH]c4cc(-c5ccco5)ccc4c3CCN1C(=O)[C@@H](CC(=O)NCCCOC)C[C@@H]2C(=O)N1CCN(C(=O)C2CC2)CC1	-24	-3	4	-9	-60	/	-8	1	10	9	-3
CC(=O)Nc1nc(-c2ccc3c(c2)CC(C)N3C(=O)C2CC2)c(C)s1 (stereo not given)	-36	-108	12	31	-38	3	-7	-119	12	-1	1
O=S(=O)(NNc1ncc(C(F)(F)F)cc1Cl)c1ccc(F)cc1F	6	2	-9	-24	22	/	26	15	-7	12	-5
Nc1ccc2[nH]c(=S)sc2c1	-24	27	4	-38	-48	/	-7	-73	19	0	-17
Nc1ccncc1N	-4	-21	1	-2	5	-1	5	2	-9	-2	13
COc1ccc(N(CC(=O)NCc2ccc(F)cc2)S(=O)(=O)c2c(C)noc2C)cc1	-5	7	3	15	22	0	-5	12	-9	9	-18

Pulled by structure from the entries so far:
SMILES	CF NFkB block	Shn3 3UTR inh	TWEAK Fn14 block	NR2E3 ag-1	Peg3 prom inh	NR2E3 ag-2	MITF TRPM1 inh	HIF-2a block	KKLEB tox	TROY signal inh	TRAIL sens C8
CC[C@]12c3[nH]c4cc(-c5ccco5)ccc4c3CCN1C(=O)[C@@H](CC(=O)NCCCOC)C[C@@H]2C(=O)N1CCN(C(=O)C2CC2)CC1	-24	-3	4	-9	-60	/	-8	1	10	9	-3
Nc1ccc2[nH]c(=S)sc2c1	-24	27	4	-38	-48	/	-7	-73	19	0	-17

Single entries from the list:
Peg3 prom inh result of Cc1ccc(C(=O)NCC(=O)Nc2ccc3c(c2)CCC3)cc1 is entered as -154
MITF TRPM1 inh result of CC[C@]12c3[nH]c4cc(-c5ccco5)ccc4c3CCN1C(=O)[C@@H](CC(=O)NCCCOC)C[C@@H]2C(=O)N1CCN(C(=O)C2CC2)CC1 is entered as -8

Next results follow.
SMILES	CF NFkB block	Shn3 3UTR inh	TWEAK Fn14 block	NR2E3 ag-1	Peg3 prom inh	NR2E3 ag-2	MITF TRPM1 inh	HIF-2a block	KKLEB tox	TROY signal inh	TRAIL sens C8
Cc1occc1C(=O)NNC(=O)Nc1ccc(F)cc1F	-14	-11	6	-5	13	1	6	9	16	-3	-10
CN(C[C@H](Cc1ccccc1)N(C[C@H](Cc1ccccc1)N(CCC(C)(C)C)N=O)N=O)N=O	11	34	4	-1	20	1	-2	18	-2	-6	8
CN(Cc1ccccc1)C(=O)CN1C(=O)NC2(CCCC2)C1=O	16	-3	25	16	11	-3	6	13	1	12	-11
O=C(CCC(=O)c1cccs1)Nc1ccccc1F	-11	-9	-17	17	-66	0	-22	-77	0	-47	-19
Cc1csc(=O)n1CCC(=O)OCC(=O)Nc1ccc(F)c(F)c1F	2	-9	9	-3	4	0	-4	3	12	17	9
O=Cc1ccccc1-n1cccn1	-5	-6	-8	-7	4	0	-10	9	4	-1	14
CCCCN1C(=O)C(C)=C(C)C1OCCc1ccc(OC)c(OC)c1 (stereo not given)	-4	-8	-10	1	14	4	1	16	-10	5	-8
Cc1ccc(C(=O)Nc2nc3ccc(S(C)(=O)=O)cc3s2)o1	21	-69	-3	-150	-189	3	-24	-122	-3	-25	49
CCOP(=O)(OCC)c1nc(-c2ccc(Cl)cc2Cl)oc1N1CCCCC1	7	8	-2	-2	42	1	11	19	-4	24	-6
C/C(Cc1ccccc1)=N\NC(=O)CNC(=O)c1cccc(F)c1	22	-8	-13	8	-4	2	-6	15	2	-3	19
Cc1ccc2c(NCc3ccco3)nc(NC(C)C)nc2c1	/	/	-51	-35	/	/	/	-43	/	7	7
CC[C@@]1(C(=O)OC)N[C@H](CN(C)C(=O)COC)[C@@H]2C(=O)N(C)C(=O)[C@@H]21	-2	-1	8	-45	-1	/	2	5	-1	-2	-11
NC(=O)c1ccc(NC(=O)CCC(=O)N2CCN(S(=O)(=O)c3ccc(Cl)cc3)CC2)cc1	16	-2	0	-17	17	0	-7	9	-9	4	-8
Nc1ccccc1Sc1nc2ccccc2[nH]1	-29	-32	-3	-23	-109	-4	5	-162	3	-12	1
CC(C)NC(=O)c1cc(C2CCCCN2S(=O)(=O)c2ccc(F)cc2F)on1 (stereo not given)	-4	-10	2	-14	-13	/	/	3	18	3	-11
CCOc1ccc(C(=O)NCCc2cnc[nH]2)cc1	15	-6	13	-13	-15	1	1	-6	-15	-7	-2
Cc1sc(NC(=O)/C=C/c2ccc(C(C)C)cc2)c(C#N)c1C	6	13	12	2	3	-2	4	-11	-6	-21	19
CCc1ccc(NC(=O)CSc2nnc(C3CC3)n2CC2CCCO2)cc1 (stereo not given)	4	6	-7	-9	4	3	5	-3	3	5	-29
CCNc1nc(NC(C)C)nc(OCCOC(=O)c2ccccc2)n1	17	13	-7	-15	-2	0	1	-22	-16	-7	4
Cc1cc(C)cc(NS(=O)(=O)CCCS(=O)(=O)Nc2cc(C)cc(C)c2)c1	-8	41	8	1	29	/	15	20	25	9	5
CCOc1cc(S(=O)(=O)NCc2ccccn2)ccc1Cl	-2	-21	-4	-17	4	0	6	-34	20	-14	3
Cc1ccc(C)c(OCCC(=O)OCC(=O)N2c3ccccc3NC(=O)C2(C)C)c1	9	-4	-2	8	-7	3	8	2	8	4	-22
Cc1cccc(-c2nc3c(c(SCC(=O)N4CCOCC4)n2)COC(C)(C)C3)c1	10	5	2	-21	-20	0	10	-12	2	1	-8
CC12CCC(C(=O)Nc3c(Cl)cccc3Cl)(C(Br)C1=O)C2(C)C (stereo not given)	12	-28	1	1	18	-2	-4	17	4	1	16
CCOC(=O)c1ccccc1NC(=O)C1CC(=O)N(c2ccccc2)C1 (stereo not given)	11	4	-12	10	12	1	-6	29	0	1	-9
CCOC(=O)C1Oc2ccccc2C(C(=O)OC)=C1C(=O)OC (stereo not given)	-13	1	-7	-33	-2	/	6	-4	-9	-8	5
CCOc1ccccc1N1CCN(C(=O)Nc2cccc(Cl)c2)CC1	8	16	2	-33	0	0	6	-7	1	-31	-3
CCOc1cccc2cc(C(=O)Oc3ccc(OC)cc3)c(=O)oc12	-1	12	-14	-24	0	1	8	12	0	-4	1
Cc1cccc(NC(=O)COn2nnc3ccc(S(C)(=O)=O)cc32)c1	-2	-7	0	3	7	0	-2	6	2	11	8
COc1ccc(Nc2c3c(nc4ccccc24)CCC3)c(OC)c1	6	50	-7	-5	23	-1	21	25	-9	17	21
CC1CC(C)CN(C2CCCCC2NS(=O)(=O)c2ccc(Cl)cc2)C1 (stereo not given)	8	19	6	31	-6	5	-2	6	-2	-18	8
COCCNc1ncnc2c1ncn2[C@H]1CN(Cc2cc(OC)c(OC)c(OC)c2)C[C@@H](CO)O1	6	2	9	-58	4	/	/	3	8	-6	-10
CC(=O)c1cccc(-c2ccnc3c2CC(C(=O)NCC2CCOCC2)O3)c1 (stereo not given)	16	-31	6	-36	7	/	/	-2	6	26	10
Cc1ccc(S(=O)(=O)N2CCCCC2)cc1C(=O)OC(C)C(=O)NC1CCCCC1C (stereo not given)	32	19	-7	1	16	/	5	11	-16	5	9
N#CCOC(=O)c1sccc1-n1cccc1	2	10	7	-4	4	2	4	14	1	-10	1
COc1ccc(C2CC(c3cccs3)=NN2C(=O)CSC2=NN3CCCC(=O)N=C3S2)cc1 (stereo not given)	23	-8	13	-29	-2	5	10	-31	8	-25	27
CCCCn1c(N)c(N(CCOC)C(=O)C(C)Oc2ccc(Cl)cc2)c(=O)[nH]c1=O (stereo not given)	-9	-10	-1	-27	-1	0	5	2	-12	-16	-16
CC(C)(C)CC(=O)Nc1cccc(-c2cn3cccnc3n2)c1	14	-31	-13	-73	-150	7	-48	-168	-7	-36	25
